KDM5B inh: Primary screen for KDM5B Histone Demethylases FDH-coupled qHTS. Lysine-specific demethylase 5B (Homo sapiens), Q9UGL1. KDM5B demethylase, FDH-coupled NADH fluorescence (FDH is formaldehyde dehydrogenase). Potency, µM (doses to about 57.7 µM), without a hit: at the top dose activity change, negative = inhibition, usual class: inhibitors. hit rate 2.6% among 220,000; active = well fitted inhibition curve with a large enough effect; inconclusive = small, poorly fitted or top-dose-only effect; inactive = no such curve, though single readings can be large or run the other way; note: 0% is about no effect; nearly all actives have a fitted effect of over 70% in size
Target sequence (Q9UGL1 whole entry, looked up): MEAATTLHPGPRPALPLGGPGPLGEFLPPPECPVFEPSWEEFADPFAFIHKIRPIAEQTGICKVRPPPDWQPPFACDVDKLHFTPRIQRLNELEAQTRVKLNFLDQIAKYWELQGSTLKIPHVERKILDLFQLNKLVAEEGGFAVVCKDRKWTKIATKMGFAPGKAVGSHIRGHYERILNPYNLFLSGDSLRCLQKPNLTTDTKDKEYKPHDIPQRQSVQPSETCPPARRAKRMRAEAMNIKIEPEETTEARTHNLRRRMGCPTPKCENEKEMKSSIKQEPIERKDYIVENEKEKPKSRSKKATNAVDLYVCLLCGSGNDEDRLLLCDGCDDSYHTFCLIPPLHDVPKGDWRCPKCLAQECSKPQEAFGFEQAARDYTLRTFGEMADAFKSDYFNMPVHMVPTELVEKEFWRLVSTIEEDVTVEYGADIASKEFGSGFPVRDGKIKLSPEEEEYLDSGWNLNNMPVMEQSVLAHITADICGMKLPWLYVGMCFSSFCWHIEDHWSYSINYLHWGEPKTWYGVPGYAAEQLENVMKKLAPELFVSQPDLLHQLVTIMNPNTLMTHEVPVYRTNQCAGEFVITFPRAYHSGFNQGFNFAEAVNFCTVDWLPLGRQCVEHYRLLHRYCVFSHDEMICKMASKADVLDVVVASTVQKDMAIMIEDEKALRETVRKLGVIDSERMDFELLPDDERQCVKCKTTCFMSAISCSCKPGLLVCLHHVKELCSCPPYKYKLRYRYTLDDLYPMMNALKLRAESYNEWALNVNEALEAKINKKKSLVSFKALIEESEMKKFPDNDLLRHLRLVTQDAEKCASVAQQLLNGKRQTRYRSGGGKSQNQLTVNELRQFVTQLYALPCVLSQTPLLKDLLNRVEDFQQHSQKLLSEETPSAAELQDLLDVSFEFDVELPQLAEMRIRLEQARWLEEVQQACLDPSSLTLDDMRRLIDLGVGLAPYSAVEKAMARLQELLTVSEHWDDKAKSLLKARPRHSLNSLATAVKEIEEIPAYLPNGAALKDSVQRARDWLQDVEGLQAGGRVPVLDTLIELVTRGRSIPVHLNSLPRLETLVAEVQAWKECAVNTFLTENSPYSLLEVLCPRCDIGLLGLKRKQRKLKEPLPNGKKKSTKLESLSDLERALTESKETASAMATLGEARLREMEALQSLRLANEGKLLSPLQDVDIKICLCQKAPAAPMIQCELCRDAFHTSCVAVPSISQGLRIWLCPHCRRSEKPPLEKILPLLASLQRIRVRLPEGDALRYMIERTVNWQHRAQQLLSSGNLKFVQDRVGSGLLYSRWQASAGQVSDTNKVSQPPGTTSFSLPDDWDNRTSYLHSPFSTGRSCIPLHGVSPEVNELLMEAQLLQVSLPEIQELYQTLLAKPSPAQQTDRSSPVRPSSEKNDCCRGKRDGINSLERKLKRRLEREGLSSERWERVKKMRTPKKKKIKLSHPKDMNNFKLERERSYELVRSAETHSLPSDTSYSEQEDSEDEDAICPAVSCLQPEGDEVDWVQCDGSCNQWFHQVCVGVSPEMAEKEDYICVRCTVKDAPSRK
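Compound dilutions met 200 nM (final) KDM5BΔAP for 10 min at room temperature before substrate addition. The substrate mix held 12.5 µM H3K4me3 with cofactors 25 µM α-ketoglutarate and 50 µM Fe²⁺. NADH signal gain over 30 min defined activity.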
An asterisk follows results filed as active; ? = inconclusive; & = joins results of further samples; [ ] = remark or other dose. Potency is the fitted concentration of half-maximal effect. These rows are one share of the data; the hit share may differ from the screen's.

Preview (three entries):
SMILES	KDM5B inh
CC(C)N1C[C@H](O)C[C@H]1c1nnc2n1CCN(C(=O)c1ccsc1)CC2	-20%
C[C@H]1[C@@H]2[C@H]3OC(=O)[C@@H](C)[C@@H]3CC[C@@]2(C)CC[C@@H]1NC(=O)COc1ccccc1	3%[86.2 µM]
Cc1ccccc1NC(=O)C1CCc2nc(N3CCN(C(=O)C(C)C)CC3)sc2C1 (stereo not given)	-20%

The whole of this part, from the start:
SMILES	KDM5B inh
CC(C)N1C[C@H](O)C[C@H]1c1nnc2n1CCN(C(=O)c1ccsc1)CC2	-20%
C[C@H]1[C@@H]2[C@H]3OC(=O)[C@@H](C)[C@@H]3CC[C@@]2(C)CC[C@@H]1NC(=O)COc1ccccc1	3%[86.2 µM]
Cc1ccccc1NC(=O)C1CCc2nc(N3CCN(C(=O)C(C)C)CC3)sc2C1 (stereo not given)	-20%
COc1ccc(C(CC(=O)NCc2ccco2)Sc2n[nH]c(-c3ccc(F)cc3)n2)cc1 (stereo not given)	-7%
CN(CC(=O)NC(=O)NCc1ccccc1)Cc1ccc(C(F)(F)F)cc1	4%
Cc1nn(C)c(C)c1NC(=O)CC[C@H]1NC(=O)c2ccccc2NC1=O	-2%
COc1ccc(C(=O)Nc2ccccc2C(=O)OCc2cc(=O)n3nc(C4CC4)sc3n2)cc1	-4%
COc1ccc(-n2c(=O)c3c4c(sc3n(Cc3cc(C)ccc3C)c2=O)CN(C(C)=O)CC4)c(OC)c1	?
CCOc1cc(COC(=O)c2cccc(S(=O)(=O)N3CCCC3)c2)ccc1OC(F)F	-19%
NC(=O)c1ccc(NC(=O)c2cc(S(=O)(=O)N3CCCCC3)ccc2N2CCOCC2)cc1	-10%
O=C(COC(=O)C1C=CCCC1)c1ccc([N+](=O)[O-])cc1 (stereo not given)	-11%
O=C1COCC2(CN1Cc1cccc(OC(F)(F)F)c1)CN(C(=O)Cc1cccnc1)C2	-3%
Cc1ccc2c(N)c(C)ccc2n1	-5%
Cc1ccc(NC(=O)CCC2CCCC2)cc1C	-20%
CCCCOC(=O)N1CCC(N2CCCC(C(=O)N3CCOCC3)C2)CC1 (stereo not given)	?
O=[S+]1([O-])NC2(CCN(Cc3c[nH]c4ccccc34)CC2)COc2ccccc21	-8%[115 µM]
Cc1nnc2ccc(SCC(=O)Nc3c(F)cccc3F)nn12	?
O=S(=O)(Nc1cccc2c1CCCC2)c1cccc(F)c1	6%
CCCCNC(=O)C(CC)Sc1nnc(-c2ccc(F)cc2)c(-c2ccc(F)cc2)n1 (stereo not given)	?
O=C1c2ccc(-c3nc4ccccc4o3)cc2C(=O)N1Cc1ccncc1	-1%
COC(=O)[C@@H]1Cc2nc[nH]c2CN1C1CCOCC1	?
CCOc1ccccc1CNC(=O)CCCn1ccc2cc(S(=O)(=O)N3CCCC3)ccc21	-24%
COCCNC(=O)[C@H]1C[C@H](Oc2ccccc2)CN1Cc1ccc(OC(F)(F)F)cc1	5%
O=c1c2c3c(sc2nc(NCCOCCO)n1Cc1ccco1)CCCCC3	11%
COc1cc(NC(=O)C2CCN(C(=O)c3ncn4c3COC(c3ccccc3)C4)CC2)cc(OC)c1 (stereo not given)	8%

Shown in markdown: 3 of the compounds above.
| SMILES | KDM5B inh |
| --- | --- |
| CCCCNC(=O)C(CC)Sc1nnc(-c2ccc(F)cc2)c(-c2ccc(F)cc2)n1 (stereo not given) | ? |
| Cc1ccc2c(N)c(C)ccc2n1 | -5% |
| COc1ccc(C(=O)Nc2ccccc2C(=O)OCc2cc(=O)n3nc(C4CC4)sc3n2)cc1 | -4% |

3 compounds out of the list, sorted by molar mass, lowest first.
SMILES	KDM5B inh
Cc1ccc(NC(=O)CCC2CCCC2)cc1C	-20%
COCCNC(=O)[C@H]1C[C@H](Oc2ccccc2)CN1Cc1ccc(OC(F)(F)F)cc1	5%
CCOc1cc(COC(=O)c2cccc(S(=O)(=O)N3CCCC3)c2)ccc1OC(F)F	-19%

Later entries
SMILES	KDM5B inh
COc1cccc(OC)c1C(=O)N1CCN(Cc2cc(=O)oc3cc(C)ccc23)CC1	-12%
CCN1C(=O)c2ccccc2S(=O)c2ccc(C(=O)N3CCN(c4cccc(C)c4)C(C)C3)cc21 (stereo not given)	-10%
COc1ccc(CNC(=O)C(=O)NCC(c2cccs2)S(=O)(=O)c2cccs2)cc1 (stereo not given)	5%
C=C(C)Cn1c(SCC(N)=O)nc2c1c(=O)[nH]c(=O)n2C	9%
CC(C)N1CCCC2(CCN(S(=O)(=O)c3cccc(F)c3)C2)C1=O (stereo not given)	-18%
Cc1cccc(OCC(=O)N2CCC3(CC2)NC(=O)N(c2ccc(F)cc2)N3)c1	?
Cc1cn2nc(C(=O)N3CCC(NC(=O)c4cccc(Cl)c4)CC3)cc2c(=O)[nH]1	?
Cc1c(C(=O)NCc2cccc(Cl)c2)sc2nc3n(c(=O)c12)CCC3	?
Cc1ccc(CN2CCc3nc(N(C)Cc4cccnc4)[nH]c(=O)c3CC2)s1	-5%
COc1ccc(C)cc1NC(=O)c1cc2c(=O)n3cccc(C)c3nc2s1	-10%
COc1cccc(NC(=O)N[C@H]2[C@H](O)[C@@H](N3CCCCC3)[C@@H]3OC[C@H]2O3)c1	-29%[86.2 µM]
F[C@@H]1CN(Cc2cccnc2)C[C@@H]1OCc1nc2ccccc2[nH]1	0%[86.2 µM]
O=C(c1cc(N2CCCCCC2)nc2ccccc12)N1CCOCC1	-8%
CN(C)C(=O)c1ccc(OC2CCN(C(=O)c3ccco3)CC2)nc1	-9%
CN(C)c1ccc(CNC(=O)c2ccc3nc(CCc4ccccc4)oc3c2)cc1	?
Clc1ccc(-c2noc3ncnc(NC4CCCCC4)c23)cc1	-3%
O=C1CCCCC(CNC(=O)c2ccccc2F)N1 (stereo not given)	-20%
Cc1ccc([S+](=O)([O-])N2CCC3(CC2)C(=O)NCN3Cc2ccc(Cl)cc2)cc1	12%
Cc1ccc2cc(C(=O)N(Cc3ccco3)C3CC3)[nH]c2c1	4%
CCC(C)C(=O)Nc1c(C(=O)OC)n(CC2CCCO2)c2ncc(NC(C)CO)cc12 (stereo not given)	28µM*
CC(C)N1CCC(NC(=O)c2ccccc2C(=O)c2ccc(F)cc2)CC1	15%
CN(C)c1cc(N2CCCC(NC(=O)c3cccn3C)C2)ncn1 (stereo not given)	3%
COC(=O)c1ccc(CN2C(=O)NC(c3ccccc3)(c3ccccc3)C2=O)o1	23%
O=C(Nc1ccc(Cl)cc1)c1cccc(S(=O)(=O)C2CCS(=O)(=O)C2)c1 (stereo not given)	-12%
COCCN1CCOC2(CCN(Cc3ccc(F)cc3F)CC2)C1=O	-11%[86.2 µM]
Remaining list, next part
SMILES	KDM5B inh
CCOC(=O)CN1C(C(=O)c2ccccc2)=C(OC(=O)c2ccco2)c2ccccc2S1(=O)=O	2%
NC(=O)Cn1ccc2cc(OCC3CCN(C(=O)C4CC4)CC3)cnc21	35µM*
Oc1ccc(O)c([S+]2CCCCC2)c1	?
CCn1c(Cc2ccccc2)nnc1SCC(=O)c1c(N)n(C2CC2)c(=O)[nH]c1=O	2%
Cc1ccccc1NC(=S)N/N=C/c1ccccc1[N+](=O)[O-]	5%
O=C(c1cccc(F)c1)N1CCN(C(=O)C(c2ccccc2)c2ccccc2)CC1	1%
Cc1cccc(-c2cccc(NC(=O)C3CCCN(C(=O)c4cccnc4)C3)c2)c1 (stereo not given)	?
Cc1nc(N2CCC(NC(=O)Cc3ccsc3)CC2)cc(C(F)(F)F)n1	-9%
Cc1ccsc1C(=O)N1CCC(n2nccc2NC(=O)c2cccc(F)c2)CC1	8%
CCC(=O)N1CCc2cc(CNC(=O)C(CC)c3ccccc3)ccc21 (stereo not given)	-8%
Cc1cccc(C(=O)NCc2ccco2)c1C	18%
CN1C[C@@H](NC(=O)CC(C)(C)CC(=O)O)C[C@H]1c1nc(-c2ccc3c(c2)OCO3)no1	-9%[86.2 µM]
Cc1nc2ccccc2nc1CN1CCC2(CCC(=O)N(CCO)C2)CC1	?
O=C(NCc1ccc2c(c1)OCO2)c1nn(-c2ccccc2)c(=O)c2ccccc12	?
CCOC(=O)c1cccc(NC(=O)CCS(=O)(=O)c2ccc3c(c2)CCN3C(=O)CC)c1	?
COc1ccc2c(C)c(CC(=O)NCc3ccccc3Cl)c(=O)oc2c1	?
COc1ccc(-n2c(SCC(=O)N3CCc4ccccc43)nc3c(c2=O)SCC3)cc1	0%
CC(C)(C)NC(=O)NC(=O)CN1c2cccc3cccc(c23)S1(=O)=O	?
O=C(NC1CCCC1)N[C@@H]1C[C@H](Cn2cc(-c3cccnc3)nn2)[C@@H](O)[C@H]1O	7%
O=C(CC1C(=O)N(c2ccccc2)C(=O)N1CCc1cccs1)Nc1ccc(Cl)cc1 (stereo not given)	-19%
CCN(CC)c1ccc(NC(=O)C2CCCN(S(=O)(=O)c3ccc4c(c3)oc(=O)n4C)C2)c(C)c1 (stereo not given)	-19%
O=C(CCl)N(CCc1ccccc1)Cc1cccs1	-7%
CCOC(=O)c1[nH]c2c(c1Cc1ccccc1C)C(=O)CC(c1cc(OC)ccc1OC)C2 (stereo not given)	-7%
COc1ccccc1NCc1nnc2n1CCCCC2	-9%
CC(=O)c1cccc(-n2c(CCC(=O)O)ccc2-c2ccccc2)c1	?
Additional results
SMILES	KDM5B inh
CC(C)c1ccc(/C=N/O)cc1	13%
O=C(c1ccc2[nH]ccc2c1)N1CCN(Cc2ccccc2)CC1	2%
CC(=O)C1(C)CC2(CC(COCC(C)C)OC2=O)C(=O)O1 (stereo not given)	-13%
CCN(CC)CC(=O)NC(=O)NC1CCCCC1	21%
CC1(C)CC(NC(=O)c2cc3cc(Br)ccc3oc2=O)CC(C)(C)N1	-7%
O=C([C@H]1C[C@@H](F)CN1C(=O)c1ccc(C(F)(F)F)cc1)N1CCOCC1	-12%
CC(=O)Nc1ccc(S(=O)(=O)Nc2c(NC3CCCC3)c3ccccc3oc2=O)cc1	14%
COc1cc(OC)c(N(C)S(=O)(=O)c2cccc(C(=O)NC3=NCCS3)c2)cc1Cl	-9%
COc1ccc(/C=C2/C(=O)N(C)C(=S)N2C)cc1	-29%
O=C1CC2CCCC(C1)N2C(=O)c1cccc(Br)c1	13%[86.2 µM]
CCOC(=O)c1cnc2c(C)cc(C)cc2c1Nc1ccc(N2CCOCC2)cc1	-20%
COc1ccc(NC(=O)[C@@H]2COCC(=O)N2Cc2ccc(OC)c(OC)c2)cc1Cl	-16%
O=c1cc(-c2ccc(F)cc2)nc(SCc2nc(-c3cccc(Cl)c3)no2)[nH]1	-13%
COCc1ccc2c(c1)c(OC(C)(C)C(=O)NC1CCC(O)CC1)nn2Cc1ccccc1 (stereo not given)	25µM*
CCOc1ccc2nc(NC(=O)CCNC(=O)c3ccccc3Cl)sc2c1	4%
O=C(/C=C/c1ccccc1Cl)OCC(=O)c1ccc(C2CCCCC2)cc1	1%
CN(C)c1ccc(C(=O)N2CCCN(c3cc(-c4ccc(Cl)cc4)[nH]n3)CC2)cc1	-22%
Cn1cnc(S(=O)(=O)N2CCCC(C(=O)NCc3ccc(F)cc3)C2)c1 (stereo not given)	1%&10%
Cc1ncsc1CN1C(=O)CO[C@H](c2ccc(NC(=O)c3ccc(F)cc3)cc2)[C@H]1CO	-6%
CCNCc1ccc(-c2cccc(Cl)c2)o1	3%
CC(C)N(C(=O)Cn1c(CN2CCOCC2)nc2ccccc21)c1ccccc1	25%
CCC(=O)N1C(C(=O)NC(C)C)COC12CCC(C)CC2 (stereo not given)	9%
CCN1c2cc(C(=O)Nc3ccc(OC)cc3)ccc2C(=O)N2CCCCC21 (stereo not given)	?
O=C(Cc1scnc1-c1cccs1)NCCc1ccc(Cl)cc1	-3%
N#CC(Cc1cccnc1)C(=O)Nc1ccc(F)cc1 (stereo not given)	15%

Three of the entries above in order of their number in KDM5B inh, descending.
Compound | KDM5B inh
O=C(c1ccc2[nH]ccc2c1)N1CCN(Cc2ccccc2)CC1 | 2%
CC1(C)CC(NC(=O)c2cc3cc(Br)ccc3oc2=O)CC(C)(C)N1 | -7%
CCOC(=O)c1cnc2c(C)cc(C)cc2c1Nc1ccc(N2CCOCC2)cc1 | -20%

New compounds follow.
SMILES	KDM5B inh
CSc1cccc(NC(=O)CN(C)S(=O)(=O)c2ccc3c(c2)CCCN3C(C)=O)c1	17%
Cc1ccccc1Nc1nc(N)c(C(=O)c2ccccc2Cl)s1	-29%
COCCN(C(=O)CCC(=O)Nc1ccccn1)C(C(=O)NCCC(C)C)c1ccc(F)cc1 (stereo not given)	13%
O=C(CC1CCCCC1)NC1CCN(c2cnn(CC3CC3)c(=O)c2)CC1	10%
O=C(CSc1ccccc1)NCc1ccc2c(c1)CCN2C(=O)c1ccc(Cl)cc1	?
CCc1cc(=O)n(CC(=O)Nc2cccc(Cl)c2C)c(N2CCOCC2)n1	-11%
CSc1cccc(CN(C)C(=O)CC2COCCN2)c1 (stereo not given)	-8%
COc1ccc(-c2nc3c(c(=O)[nH]2)CCN(C(=O)c2ccccc2)C3)cc1	?
Cc1ccc(C2(c3ccccc3)NC(=O)N(Cc3ncc(-c4ccccc4)o3)C2=O)cc1C (stereo not given)	-22%
O=C1CCN(C(=O)CC2CCCC2)CCCC(c2nc(-c3cccnc3)no2)CCN1 (stereo not given)	31%
O=C(OCC(=O)C12CC3CC(CC(C3)C1)C2)c1ccc([N+](=O)[O-])s1	18%
COc1cccc(CN2CCCC(O)(CNC3CCCCCCC3)C2=O)c1 (stereo not given)	-18%
OCCC1CN(Cc2nc3ccccc3s2)CCN1C1CCCC1 (stereo not given)	10%
Cc1sc2ccn(C)c(=O)c2c1C(=O)NCc1ccccc1Cl	-28%
COc1cc(OC)c(NC(=O)N2CCC(CN3CCOCC3)CC2)cc1Cl	-1%
CNC(=O)[C@@H]1C[C@H](n2cc(CNC(=O)Nc3cccc(Cl)c3C)nn2)CN1	2%
CSc1nc2c([nH]c3ccccc32)c(=O)n1-c1ccc(F)cc1	-17%
O=C(N/N=C/c1cc(Br)c(O)c(Br)c1)C1CC1	?

Screens (PubChem)
